Bioassay records from PubChem.
DSG3 Ab inh: inhibitors of pemphigus antibody binding to DSG3, primary screen, biochemical, bead-based, flow cytometry, scFv-GFP. 310,000 tested, 0.48% active. binding (percent of control), % at 10 µM. AID 588358, 2011. Desmoglein-3 (Homo sapiens), P32926. DSG3-coupled beads, scFv-anti-DSG3-GFP binding; active compounds read low;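 active = binding more than 3 SD below its plate's average and above zero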;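 note: hits lower antibody fragment binding to DSG3; some compounds called inactive have numbers as strong as hits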
OPRM1-OPRD1 ag: agonists of OPRM1-OPRD1 heterodimerization, primary screen, cell-based, luminescence; Mu-type opioid receptor (Homo sapiens) + Delta-type opioid receptor (Homo sapiens), …; cells; activation, % at 9.3 µM; 340,000 tested, 0.3% active; in the data active = activation above about 18%;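 note: 0% = vehicle-treated cells and 100% = reference agonist; values of inactives mirror those of a sister screen read the other way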
V-ATPase pH: regulators of yeast V-ATPase proton pumping, primary screen, pHLuorin cytosolic pH fluorescence | S. cerevisiae | response, % at 10 µM | 350,000 tested, 0.37% active | AID 504577, 2011; in the data active = response mostly above about 7.3%, no sharp cut-off; inactive = mostly below about 5.4%; note: actives read high; inactives centre near 0; some compounds called inactive have numbers as strong as hits; reference of the scale not given here
Arrestin-AP2 inh: inhibitors of beta-arrestin/AP2 binding, primary screen, biochemical, GPCR trafficking, flow cytometry; beta-arrestin 1 C-terminal peptide binding to AP2 beta2-adaptin appendage (human); FITC-arrestin peptide / GST-AP2 beads; AP2 beta2 appendage carries R879A mutation; inhibition, % at 10 µM; 340,000 tested, 0.31% active; AID 504490, 2011;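 active = inhibition above a set limit, near 3 SD of compounds lacking own fluorescence, cut at about 54% in these data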;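 note: plate controls were DMSO wells for no effect and 5 µM unlabelled arrestin peptide for full effect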
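System: GST-tagged AP2 beta2-adaptin appendage (R879A) on 4 µm glutathione beads / Reagent: FITC-arrestin peptide, 50 nM / Detection: HyperCyt-sampled flow cytometry, FL1 channel, ex 488/em 535 nm / Timing: 12 min plus 1 h, RT / Buffer or medium: PBS plus Tween 20 (0.05%) and BSA (0.1%)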
LANA DNA inh: inhibitors of KSHV C-LANA binding to DNA, primary screen, biochemical, fluorescence polarization, FAM-LBS DNA, MBP-C-LANA, single point. inhibition, % at 9 µM. 340,000 tested, 0.078% active;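 active = highest replicate inhibition at or above 60% at 9 µM, even if other replicates fall short; inactive = all replicates below 60% inhibition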;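 note: 0% = neutral control wells and 100% = 4 µM acridine orange control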
cardiac RTF act: cardiac RTF calcium sensitivity activators, primary screen, biochemical, IANBD-TnC fluorescence, EC20 calcium; Troponin I, cardiac muscle (Homo sapiens) + Troponin T, cardiac muscle (Homo sapiens) + …; AID 493008, 2010; activation, % at 7.2 µM; IANBD-labeled TnC RTF fluorescence at EC20 calcium; 0% EC20 calcium, 100% full calcium; 340,000 tested, 0.24% active;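 active = activation above the mean over all tested compounds plus 3 SD, cut at about 30% in these data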;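 note: rise in fluorescence read as greater calcium sensitivity of cardiac thin filaments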
Keap1-Nrf2 PPI: Keap1-Nrf2 protein-protein interaction inhibitors, primary screen, biochemical, fluorescence polarization, single point; Kelch-like ECH-associated protein 1 (Homo sapiens), Q14145; Keap1 Kelch-Nrf2 peptide fluorescence polarization, 1536-well; inhibition, % at 9.4 µM; 340,000 tested, 0.15% active; in the data active = inhibition above about 12%;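 note: human Keap1 Kelch domain with fluorescein labeled Nrf2 9mer peptide probe; 0% = neutral control wells and 100% = peptide positive control; higher means more block of Keap1 binding to Nrf2 peptide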
Target sequence (Q14145 whole entry, looked up, the tested form may be a part): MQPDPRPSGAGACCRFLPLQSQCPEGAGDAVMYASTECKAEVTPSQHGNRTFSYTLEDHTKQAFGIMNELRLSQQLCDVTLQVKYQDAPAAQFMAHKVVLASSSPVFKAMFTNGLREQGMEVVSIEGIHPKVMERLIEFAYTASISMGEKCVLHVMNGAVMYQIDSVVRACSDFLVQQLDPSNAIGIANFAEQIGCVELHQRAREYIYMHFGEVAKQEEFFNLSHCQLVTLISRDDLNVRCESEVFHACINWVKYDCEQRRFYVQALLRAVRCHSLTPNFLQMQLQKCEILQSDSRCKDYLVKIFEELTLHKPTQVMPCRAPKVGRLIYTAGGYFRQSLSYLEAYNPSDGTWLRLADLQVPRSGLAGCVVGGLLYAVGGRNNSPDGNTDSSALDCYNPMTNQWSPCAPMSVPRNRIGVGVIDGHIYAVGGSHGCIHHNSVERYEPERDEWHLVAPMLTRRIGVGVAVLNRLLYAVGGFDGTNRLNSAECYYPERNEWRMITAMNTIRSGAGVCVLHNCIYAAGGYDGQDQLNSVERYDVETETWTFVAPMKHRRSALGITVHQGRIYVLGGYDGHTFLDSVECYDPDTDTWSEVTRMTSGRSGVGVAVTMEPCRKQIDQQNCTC
Wnt bcat act: Wnt/beta-catenin pathway activators, primary screen, cell-based, plate reader, single point; Wnt/beta-catenin reporter cell assay, activator; AID 743398, 2014; activation, % at 9.35 µM; 300,000 tested, 1.2% active; in the data active = activation above about 30%, passing the limit was not always enough;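 note: 0% = neutral control wells and 100% = positive control wells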
Cardiac RTF inh: cardiac RTF calcium sensitivity inhibitors, primary screen, biochemical, IANBD-TnC fluorescence, EC70 calcium. inhibition, % at 7.15 µM. Troponin I, cardiac muscle (Homo sapiens) + Troponin T, cardiac muscle (Homo sapiens) + …. 340,000 tested, 0.12% active. IANBD-labeled cardiac RTF, Ca2+ fluorescence;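 active = inhibition above the mean inhibition of all tested compounds plus 3 SD, cut at about 17% in these data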;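 note: assay run at fixed EC70 calcium of 1.6 mM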
MOR-DOR inv ag: inverse agonists of MOR-DOR heterodimerization, primary screen, cell-based, luminescence. Mu-type opioid receptor (Homo sapiens) + Delta-type opioid receptor (Homo sapiens), …. AID 504357, 2011. cell-based MOR-DOR heterodimer luminescence, inverse agonism. inhibition, % at 9.3 µM. 340,000 tested, 0.21% active; in the data active = inhibition above about 22%, passing the limit was not always enough;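 note: 0% = cells with DMSO and 100% = wells without cells with DMSO; values of inactives mirror those of a sister screen read the other way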
Active calls of the source: *; nt = no result given.

structure	MOR-DOR inv ag	OPRM1-OPRD1 ag	DSG3 Ab inh	Wnt bcat act	Keap1-Nrf2 PPI	Cardiac RTF inh	cardiac RTF act	LANA DNA inh	Arrestin-AP2 inh	V-ATPase pH
CCCCSc1nnc(-c2ccc(NC(C)=O)cc2)n1C	-2	0.5	nt	nt	-1	1	5	-3.5	2	-1
O=C(NCCc1ccc(Cl)cc1)c1ccc(Br)s1	-12	3.7	106	18	-3	-4	0	0.5	-6	-2
O=C1CN(C(=O)COc2c(Cl)cccc2Cl)c2ccccc2N1	20	-4.2	105	1	-4	-3	5	-0.2	-3	4
Cc1ccc(C(=O)Nc2ccn(Cc3ccc(F)cc3)n2)o1	10	-2.0	84	nt	0	-7	-3	0.4	0	1
Cc1ccc(NC(=O)CC(O)(C(F)(F)F)C(F)(F)F)c(Br)c1	-16	2.9	101	nt	-4	4	-1	3.5	6	2
CCOC(=O)c1ccccc1N=N/C(C(C)=O)=C(/C)O	-24	4.8	95	12	-3	0	1	1.1	1	-1
CC(C)NS(=O)(=O)c1ccc(NC(=O)c2cccnc2)cc1	1	-0.2	97	-1	-2	-4	-6	0.3	10	0
COc1ccc(Cl)cc1C(=O)Nc1ccc(OCC(=O)N2CCOCC2)cc1	-12	2.2	103	5	-6	3	-1	-0.2	-8	-5

Next section:
structure	MOR-DOR inv ag	OPRM1-OPRD1 ag	DSG3 Ab inh	Wnt bcat act	Keap1-Nrf2 PPI	Cardiac RTF inh	cardiac RTF act	LANA DNA inh	Arrestin-AP2 inh	V-ATPase pH
COc1ccc(/C=C/C(=O)N2CCN(c3ccccn3)CC2)c2ccccc12	-5	1.1	nt	-1	-5	-9	5	1.2	9	-2
COc1ccc(C2=NS(=O)(=O)N(C)C(C(=O)N(C)Cc3ccccc3)=C2)cc1	-12	2.0	102	-2	1	4	1	1.5	14	2
CC(=O)c1c(C)[nH]c(C)c1C(C)=O	-2	0.3	109	4	-5	-9	-6	-1.1	5	0
CCCNC(=O)c1nc(C)n(-c2cc(Cl)ccc2Cl)n1	5	-0.9	99	0	0	1	-1	2.2	-10	3
CCc1ccc(OC)c(S(=O)(=O)N2CCN(C(=O)c3ccco3)CC2)c1	5	-1.1	91	2	-1	-6	-10	0.3	18	4
COc1cc2cc(C(c3nnnn3C(C)(C)C)N3CCc4ccccc43)c(=O)[nH]c2cc1OC (centres undefined)	13	-2.9	125	-4	-3	-2	1	-2.3	-4	1
COc1cccc(/C=N/NC(=O)CC(=O)NCCc2ccc(OC)c(OC)c2)c1	-19	3.1	83	-22	-2	4	-2	-1.2	2	-4
O=C(O)CC1S/C(=N/N=C/C=C/c2ccccc2[N+](=O)[O-])NC1=O (centres undefined)	24	-4.6	102	nt	2	-8	-3	-0.3	-5	0

Next section:
structure	MOR-DOR inv ag	OPRM1-OPRD1 ag	DSG3 Ab inh	Wnt bcat act	Keap1-Nrf2 PPI	Cardiac RTF inh	cardiac RTF act	LANA DNA inh	Arrestin-AP2 inh	V-ATPase pH
Cc1cc(C(=O)NNC(=O)/C=C/c2ccccc2Cl)c(C)o1	8	-1.4	104	-1	-1	-3	-2	0.2	-11	2
Cc1ccc2c(c1)N(CCC(=O)NCCN1CCOCC1)C(=O)CO2	-2	0.5	102	13	-5	-8	5	0.1	10	2
Cc1ccccc1C(=O)NCCN1CCOCC1	3	-0.6	106	9	-5	-10	4	-0.7	4	0
CCCCN(C)CCCNC(=O)c1ccc(N2CCCC2=O)cc1	4	-0.8	104	4	0	-2	-1	-2.0	-5	1
O=C(CCN1C(=O)S/C(=C/c2ccc(Cl)cc2)C1=O)N1CCOCC1	-6	1.0	105	nt	-1	1	-6	3.7	-7	-1
Cc1ccc(N(Cc2ccc(C(=O)NN=C3CCN(C)CC3)cc2)S(C)(=O)=O)cc1C	14	-2.7	101	nt	-1	-2	3	-1.6	33	5
CCOC(=O)N1CCC(NC(=O)CSCc2nc(-c3ccc(OCC)cc3)oc2C)CC1	14	-2.6	nt	8	-4	9	-5	1.3	2	-1
CCOc1ccc(-c2nc[nH]c2[N+](=O)[O-])cc1	17	-3.4	99	1	1	-2	1	-0.1	-2	2

(list continues)
structure	MOR-DOR inv ag	OPRM1-OPRD1 ag	DSG3 Ab inh	Wnt bcat act	Keap1-Nrf2 PPI	Cardiac RTF inh	cardiac RTF act	LANA DNA inh	Arrestin-AP2 inh	V-ATPase pH
CC(C)(C)C(=O)Nc1ccc(S(=O)(=O)NC2=NCCCCC2)cc1	12	-2.9	nt	-1	4	-1	-4	-1.7	14	0
O=S(=O)(c1cccc(-c2n[nH]c(=S)n2C2CCCC2)c1)N1CCOCC1	-3	0.6	99	-2	4	2	-4	-0.6	3	5
O=C(Nc1c[nH]c(=O)[nH]c1=O)c1ccccc1Cl	10	-1.9	114	0	-1	-3	2	-0.7	43	1
O=C(CSc1nnc(CNC(=O)c2cccc(C(F)(F)F)c2)o1)NC1CCCC1	7	-1.2	111	-2	3	1	-4	-1.8	14	-1
CCCCNc1oc(-c2cccs2)nc1S(=O)(=O)c1ccccc1	14	-2.5	106	1	-3	2	-4	-0.3	-1	-3
O=C(NC(=S)Nc1cccc(O)c1)c1ccco1	13	-2.6	95	19	2	-4	3	2.2	-16	1
O=C1CN(C(=O)CN2CCCC2)C(c2ccccc2)c2cc(Br)ccc2N1 (centres undefined)	12	-2.0	nt	2	-9	-14	0	-0.7	4	-1
CC1(C)CC2CC(C)(CN2S(=O)(=O)c2ccc(C(=O)Nc3cc(S(=O)(=O)N4CCOCC4)ccc3Cl)cc2)C1 (centres undefined)	-15	2.2	99	-8	-4	-4	-3	-0.4	8	0

(cont.)
structure	MOR-DOR inv ag	OPRM1-OPRD1 ag	DSG3 Ab inh	Wnt bcat act	Keap1-Nrf2 PPI	Cardiac RTF inh	cardiac RTF act	LANA DNA inh	Arrestin-AP2 inh	V-ATPase pH
CCOC(=O)C1CCN(c2nc(-c3ccc(Br)cc3)nc3ccccc23)CC1	5	-0.9	118	-1	1	1	-1	-1.7	27	0
N#Cc1ccccc1S(=O)(=O)N1CCN(C(=O)CCc2ccccc2)CC1	15	-3.9	97	2	-3	-1	6	-0.7	-12	5
CC(C)CN(/C=N/c1sc2c(c1C#N)CCCCC2)CC(C)C	9	-1.6	104	-14	4	-12	-1	0.2	8	-2
COc1ccc2[nH]cc(CCNC(=O)c3ccco3)c2c1	5	-1.0	103	-3	-1	-4	4	0.5	-1	-4
NC(=O)c1nn2c(C(F)(F)F)cc(-c3ccccc3)nc2c1Br	14	-3.0	102	-2	4	0	-5	-0.2	25	-1
O/N=C1/CCSc2ccccc21	11	-2.0	101	nt	3	-5	-4	1.6	0	-1
COc1ccc([C@H]2CC(=O)C=C(c3ccc(-c4ccccc4)c(F)c3)C2)cc1	10	-1.8	106	9	-7	-6	9	-0.8	2	1
CCc1ccc(NC(=O)c2ccc3c(c2)C(=O)N(CCOC)C3Nc2ccc(CC)cc2)cc1 (centres undefined)	-73	12	101	-3	-4	-15	7	-1.1	-3	2

Additional compounds follow.
structure	MOR-DOR inv ag	OPRM1-OPRD1 ag	DSG3 Ab inh	Wnt bcat act	Keap1-Nrf2 PPI	Cardiac RTF inh	cardiac RTF act	LANA DNA inh	Arrestin-AP2 inh	V-ATPase pH
Cc1nnc(NC(=O)c2ccc(S(=O)(=O)N3CCOCC3)cc2)s1	3	-0.6	96	-6	-4	-19	1	0.2	13	0
O=C(O)COc1ccc(C=C2SC(=S)N(c3ccccc3)C2=O)cc1	7	-1.6	97	-4	-5	-14	-5	2.4	10	-5
COc1ccc(OCCCC(=O)Nc2ccc(N3CCCCC3)cc2)cc1	9	-1.6	99	-2	2	7	3	-0.5	-5	0
CCOc1ccccc1C(=O)Nc1ccc(S(=O)(=O)Nc2nccc(C)n2)cc1	14	-2.8	115	0	-1	0	3	1.5	40	-2
C/C=C/c1ccc(OCCCCN(C)Cc2ccccc2)c(OC)c1	4	-0.7	116	-3	1	-3	-2	-1.1	3	1
CC(=O)N1CCc2cc(S(=O)(=O)N3c4ccccc4CC3C)ccc21 (centres undefined)	-10	1.6	104	1	3	-4	1	1.6	-9	-1
CCOC(=O)N1C2=NC(C(=O)OC)=C(C(=O)OC)[C@@H]3Nc4ccccc4[C@]23C[C@H]1C(=O)OC	5	-0.9	105	-3	0	-10	-4	0.8	12	-1
N#C/C(=C(/O)c1ccc([N+](=O)[O-])o1)c1nc2ccccc2[nH]1	-19	3.7	104	8	-4	2	-1	-0.7	-18	-1

Additional records follow.
structure	MOR-DOR inv ag	OPRM1-OPRD1 ag	DSG3 Ab inh	Wnt bcat act	Keap1-Nrf2 PPI	Cardiac RTF inh	cardiac RTF act	LANA DNA inh	Arrestin-AP2 inh	V-ATPase pH
Fc1ccccc1-c1csc(-c2cccnc2)n1	-8	1.2	94	20	0	-6	-1	-1.3	-10	1
Cc1nc([N+](=O)[O-])c(Br)n1CC(=O)c1cccc([N+](=O)[O-])c1	1	-0.1	99	0	5	3	4	1.0	7	0
COc1ccc(C(=O)C(C)OC(=O)CCN2C(=O)C3CC=CCC3C2=O)cc1 (centres undefined)	14	-3.8	105	2	1	-9	-4	0.1	6	-11
Cc1cc(-c2nnc(SCC(=O)Nc3ccccn3)o2)no1	1	-0.1	85	10	-6	4	-2	0.2	29	-1
O=C(NNc1ccc([N+](=O)[O-])cc1)c1ccco1	5	-1.2	107	-1	-6	-6	-4	-0.3	-8	2
Cc1ccc(C(c2nnnn2CCC(C)C)N2CCN(C)CC2)cc1 (centres undefined)	0	-0.1	99	0	-3	-3	5	1.0	-6	2
